Screens as filed in PubChem BioAssay.
Pf Dd2 growth = inhibitors of Plasmodium falciparum Dd2 growth. activity change, % at 10 µM. hit rate 2.3% among 94,000. P. falciparum Dd2 growth, SYBR Green, 72 h; hits give low values. AID 1159554; in the data active means activity change below about -80%
C diff growth = inhibitors of Clostridium difficile growth; Clostridium difficile clinical isolate growth, OD600, 24 h; hits give low values; growth activity, negative = inhibition, % at 16 µg/mL (by protocol); hit rate 0.25% among 86,000;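 active means mean growth activity at or below -80% and every replicate also at or below -80%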;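 further: 0% = DMSO wells and -100% = levofloxacin 16 µg/mL wells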
T cruzi growth = inhibitors of T. cruzi proliferation | inhibition, % at 8.34 µM | hit rate 5.9% among 77,000 | T. cruzi beta-gal in NIH3T3, GalScreen luminescence, 90 h;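 active means mean inhibition above about 93%, with at least 55% of replicates each passing it, limit read from the data, passing the limit was not always enough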
GASC1 inh = KDM4C (human) demethylase inhibition; hit rate 0.15% among 96,000; Q9H3R0; GST-KDM4C 2-372, H3K9me3 peptide, LANCE TR-FRET; inhibition, % at 12.5 µM;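 active means mean replicate inhibition above about 25%, with at least 55% of replicates also reaching it, limit read from the data, passing the limit was not always enough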
Target sequence (Q9H3R0 2-372 limits assumed): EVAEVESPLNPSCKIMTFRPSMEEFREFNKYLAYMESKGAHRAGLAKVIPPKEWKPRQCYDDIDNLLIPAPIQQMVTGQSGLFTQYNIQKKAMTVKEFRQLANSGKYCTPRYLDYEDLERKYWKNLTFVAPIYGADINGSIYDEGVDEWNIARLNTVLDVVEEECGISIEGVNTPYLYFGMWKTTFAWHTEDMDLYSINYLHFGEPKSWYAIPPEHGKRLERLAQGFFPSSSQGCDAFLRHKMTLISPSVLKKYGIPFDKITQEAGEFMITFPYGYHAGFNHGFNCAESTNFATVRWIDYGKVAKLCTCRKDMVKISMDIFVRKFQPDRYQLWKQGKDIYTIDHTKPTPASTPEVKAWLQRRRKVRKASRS
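System: N-terminal GST-fused human GASC-1 (KDM4C) fragment, residues 2-372; amount: enzyme final amount 10 nM; incubation: reaction 30 min RT, detection step 1 h RT; medium: HEPES buffer, pH 7.5, plus ascorbate; technique: LANCE TR-FRET, Eu antibody, ULight-streptavidin, EDTA, ex 340 nm, em 618/671 nm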
* hit, by the source's call; · = not tested or not shown; & = joins results of further samples. Rows are unselected (roughly 6.7% active in at least one column).

mol	Pf Dd2 growth	C diff growth	T cruzi growth	GASC1 inh
CN(C)C(=O)C[C@H]1CC[C@@H]2[C@@H](COc3ccc(NC(=O)C4CCC4)cc3C(=O)N2C)O1	54.4	-2.0	·	0.1
COc1ccc(S(=O)(=O)Nc2cccc3c2O[C@H](CN(C)C(=O)Nc2cccc4ccccc24)[C@@H](C)CN([C@H](C)CO)C3=O)cc1	4.2	3.7	28.9	2.1
O=C1CN(S(=O)(=O)c2ccccc2)C[C@H]2[C@@H](c3ccc(C#Cc4ccccc4)cc3)[C@H](CO)N12	-0.7	48.5	·	-1.6
C[C@H]1CN([C@@H](C)CO)C(=O)c2cc(NC(=O)CCCN(C)C)ccc2O[C@H]1CN(C)S(C)(=O)=O	14.7	0.8	32.9	1.1
CC(C)NC(=O)Nc1ccc2c(c1)C(=O)N([C@@H](C)CO)C[C@H](C)[C@H](CN(C)C(=O)NC(C)C)OCCCC[C@@H](C)O2	-38.5	-7.1	24.2	-0.4
COc1ccc(S(=O)(=O)N(C)C[C@H]2Oc3c(NC(=O)Nc4ccc(C(F)(F)F)cc4)cccc3C(=O)N([C@H](C)CO)C[C@H]2C)cc1	-24.7	-3.4	66.4	0.1
COCC(=O)N(C)C[C@@H]1Oc2cc(-c3ccccc3)ccc2S(=O)(=O)N([C@H](C)CO)C[C@@H]1C	14.7	-0.1	33.0	1.7
CN1[C@@H]2c3ccc(/C=C/c4ccccc4)c(=O)n3C[C@H]1[C@H](CO)[C@H]2C(=O)NC1CCCCC1	-6.6	-5.6	·	-0.4
CCC(=O)Nc1ccc2c(c1)OC[C@@H](C)N(C(=O)CN1CCOCC1)C[C@@H](C)[C@@H](OC)CN(C)C2=O	·	1.7	53.8	3.9
C/C=C/c1ccc2c(c1)O[C@@H](CN(C)C(=O)CC1CC1)[C@H](C)CN([C@@H](C)CO)S2(=O)=O	-17.6	-0.2	58.8	1.2
O=C(C[C@@H]1CC[C@H](NC(=O)Cc2cccnc2)[C@@H](CO)O1)Nc1ccc(-c2ccccc2)cc1	-16.0	·	-38.6	-0.7
COc1ccc(NC(=O)Nc2ccc3c(c2)CC(=O)N([C@@H](C)CO)C[C@H](C)[C@@H](CN(C)S(=O)(=O)c2ccc(C)cc2)O3)cc1	-23.4	-6.3	·	1.1
C[C@H](CO)N1C[C@H](C)[C@@H](CN(C)C(=O)[C@H](Cc2ccccc2)N(C)C)OCc2ccccc2-c2ccccc2C1=O	-5.7	-4.0	-32.4	4.3
C[C@H](CO)N1C[C@H](C)[C@H](CN(C)CC2CCOCC2)Oc2ncc(C#Cc3cccc(F)c3)cc2C1=O	-28.8	0.8	20.7	-4.5
CC(C)C#Cc1cnc2c(c1)C(=O)N([C@H](C)CO)C[C@H](C)[C@H](CN(C)C(=O)c1cccc(F)c1)O2	-26.0	-2.2	42.1	-2.0
CO[C@H]1CN(C)C(=O)c2ccc(NC(C)=O)cc2OC[C@@H](C)N(S(C)(=O)=O)C[C@@H]1C	·	-0.7	-3.4	-0.2
C[C@@H]1CN([C@H](C)CO)S(=O)(=O)c2ccc(-c3cccc(C#N)c3)cc2O[C@@H]1CN(C)C(=O)Nc1cc(F)ccc1F	-32.1	12.4	·	-2.9
COc1ccc(S(=O)(=O)N(C)C[C@H]2Oc3ccc(NC(=O)C4CC4)cc3C(=O)N([C@@H](C)CO)C[C@@H]2C)cc1	-18.9	1.6	7.8	0.2
Cc1noc(C)c1S(=O)(=O)Nc1ccc2c(c1)C(=O)N([C@H](C)CO)C[C@@H](C)[C@@H](CN(C)Cc1ccccc1)O2	12.7	1.4	-21.8	7.9
O=C(C[C@H]1CC[C@@H]2[C@H](COC[C@H](O)CN2C(=O)c2ccccc2F)O1)N1CCCCC1	10.2	·	22.5	1.0

Complete entries, looked up by structure.
`O=C(C[C@@H]1CC[C@H](NC(=O)Cc2cccnc2)[C@@H](CO)O1)Nc1ccc(-c2ccccc2)cc1` in the list: Pf Dd2 growth: -16.0; C diff growth: ·; T cruzi growth: -38.6; GASC1 inh: -0.7
`C[C@@H]1CN([C@H](C)CO)S(=O)(=O)c2ccc(-c3cccc(C#N)c3)cc2O[C@@H]1CN(C)C(=O)Nc1cc(F)ccc1F` in the list: Pf Dd2 growth: -32.1; C diff growth: 12.4; T cruzi growth: ·; GASC1 inh: -2.9

New compounds follow:
mol	Pf Dd2 growth	C diff growth	T cruzi growth	GASC1 inh
COc1ccc(S(=O)(=O)N(C)C[C@@H]2Oc3cc(C4=CCCC4)ccc3S(=O)(=O)N([C@H](C)CO)C[C@@H]2C)cc1	-38.1	9.3	120.0*	-0.2
Cn1cnc(S(=O)(=O)N2CC[C@@H]3[C@H](CO)Nc4ccc(C5=CCCCC5)cc4[C@@H]32)c1	-33.3	-8.1	40.5	0.0
O=C(C1CCC1)N1CCCCN2[C@H](CO)[C@H](c3ccc(-c4ccncc4)cc3)[C@@H]2C1	21.3	-7.7	99.7*	-0.2
O=C(NC1CCCCC1)N[C@H]1CC[C@H](CCNS(=O)(=O)c2ccccc2)O[C@H]1CO	-3.6	-2.1	32.2	-0.5
C[C@@H]1CN([C@H](C)CO)C(=O)Cc2cc(NC(=O)Nc3ccc4c(c3)OCO4)ccc2O[C@@H]1CN(C)Cc1ccccc1	-24.2	0.7	56.9	-0.6
C/C=C/c1cnc2c(c1)C(=O)N([C@H](C)CO)C[C@@H](C)[C@H](CN(C)C(=O)Cc1ccccn1)O2	16.2	2.3	·	0.7
Cc1noc(C)c1NC(=O)Nc1ccc2c(c1)C(=O)N([C@H](C)CO)C[C@@H](C)[C@@H](CN(C)C(=O)Nc1ccc(F)cc1)O2	20.8	12.1	-13.8	0.7
C[C@@H]1CN([C@H](C)CO)C(=O)c2cccc(NC(=O)Nc3ccc(F)cc3)c2O[C@H]1CN(C)C(=O)Nc1ccccc1	-0.3	-1.2	11.6	0.9
COc1ccc(S(=O)(=O)N(C)C[C@@H]2Oc3ccc(NC(=O)Cc4ccccc4)cc3C(=O)N([C@@H](C)CO)C[C@H]2C)cc1	-38.1	0.1	·	-0.2
C[C@@H]1CCCCO[C@H](CN(C)Cc2ccc(C(=O)O)cc2)[C@@H](C)CN([C@H](C)CO)C(=O)c2cc(NS(=O)(=O)c3ccc(F)cc3)ccc2O1	59.8	1.4	7.6	1.8
C[C@@H]1CCCCO[C@H](CN(C)C(=O)NC2CCCCC2)[C@@H](C)CN([C@@H](C)CO)C(=O)c2cc(NC(=O)Nc3ccc(C(F)(F)F)cc3)ccc2O1	-83.1*	9.5	86.7	-1.4
Cc1ccccc1S(=O)(=O)N[C@H]1CC[C@@H](CCNS(=O)(=O)c2cccc(F)c2)O[C@H]1CO	-14.2	-7.3	39.6	0.7
C[C@H]1CN([C@@H](C)CO)C(=O)c2cccc(NC(=O)CCCCCC(=O)Nc3ccccc3N)c2O[C@@H]1CN(C)S(=O)(=O)c1ccccc1	-35.0	-2.1	·	-1.3
C[C@@H]1CCCCO[C@H](CN(C)S(C)(=O)=O)[C@@H](C)CN([C@@H](C)CO)C(=O)c2cc(NS(=O)(=O)c3ccc(F)cc3)ccc2O1	-15.9	-3.1	-34.4	0.9
C[C@@H]1CN([C@@H](C)CO)C(=O)c2cc(NC(=O)C3CCCCC3)ccc2O[C@H]1CN(C)C(=O)Nc1ccc2c(c1)OCO2	-3.1	-1.8	17.2	0.7
C[C@H](CO)N1C[C@H](C)[C@H](CN(C)Cc2ccncc2)Oc2ncc(C#Cc3cccc(F)c3)cc2C1=O	-10.9	-5.0	70.9	-1.2
CCC(=O)N(C)C[C@@H]1Oc2ncc(C#Cc3cccnc3)cc2C(=O)N([C@@H](C)CO)C[C@@H]1C	17.0	-0.4	85.0	-1.4
CCCNC(=O)N(C)C[C@H]1Oc2ncc(-c3cccc(C#N)c3)cc2C(=O)N([C@H](C)CO)C[C@@H]1C	28.6	2.8	·	1.1
C[C@@H]1CN([C@H](C)CO)C(=O)c2cc(NC(=O)Cn3cnnn3)ccc2O[C@@H]1CN(C)Cc1ccc(Cl)c(Cl)c1	3.3	3.1	14.3	0.6
C[C@H](CO)N1C[C@H](C)[C@H](CN(C)CC2CCOCC2)Oc2cc(-c3cccnc3)ccc2S1(=O)=O	13.4	1.7	·	0.0
O=C(Cc1ccccc1)N[C@@H]1C=C[C@@H](CC(=O)N2CCOCC2)O[C@H]1CO	1.4	·	5.8	0.7
CCCC#Cc1ccc([C@H]2[C@H](CO)N3CCCCN(Cc4cncnc4)C[C@@H]23)cc1	-0.8	0.1	55.2	-0.4
O=C(Nc1ccc2c(c1)[C@H]1C[C@H](CC(=O)N3CCc4ccccc4C3)O[C@H](CO)[C@H]1O2)c1cccnc1	-16.6	·	-4.0	0.9
Cc1noc(C)c1NC(=O)N(C)C[C@H]1OCc2ccccc2-c2ccccc2C(=O)N([C@H](C)CO)C[C@H]1C	-3.6	3.4	21.9	0.1
C[C@H]1CN([C@@H](C)CO)C(=O)c2cccc(NC(=O)c3nc4ccccc4s3)c2O[C@H]1CN(C)C(=O)NC1CCCCC1	-62.9	·	-12.1	0.1
C[C@H](CO)N1C[C@H](C)[C@@H](CN(C)C(=O)OCc2ccccc2)OCc2cn(nn2)CCCC1=O	6.8	·	-3.9	·
C[C@H](CO)N1C[C@H](C)[C@@H](CN(C)Cc2cncnc2)Oc2cc(C3=CCCCC3)ccc2S1(=O)=O	-14.6	-3.4	67.2	1.7
C[C@H](CO)N1C[C@H](C)[C@@H](CN(C)C(=O)Nc2ccc3c(c2)OCO3)Oc2ccc(NC(=O)Cc3cn(C)c4ccccc34)cc2CC1=O	-11.1	-1.6	8.6	1.6
CC(C)CC#Cc1cnc2c(c1)C(=O)N([C@@H](C)CO)C[C@H](C)[C@H](CN(C)C(=O)Cc1ccncc1)O2	-8.9	3.2	-6.5	0.4
COCC(=O)Nc1ccc2c(c1)[C@@H]1C[C@@H](CC(=O)NC3CCCC3)O[C@H](CO)[C@@H]1O2	-9.4	-5.1	·	0.1
CO[C@@H]1CN(C)C(=O)c2ccc(NC(=O)Nc3cc(F)ccc3F)cc2OC[C@H](C)N(C(=O)c2cnccn2)C[C@H]1C	-8.9	·	-30.1	0.0
CN(C)C(=O)c1cccc(-c2ccc([C@H]3[C@@H](C#N)N(C(=O)C4CC4)[C@@H]3CO)cc2)c1	5.3	-8.8	15.6	-0.2
COc1ccc2c3c([nH]c2c1)[C@H](CO)N(Cc1nccs1)CC31CCN(C(=O)C2CCC2)CC1	-50.0	-4.3	·	-1.6
COc1ccc(NC(=O)Nc2cccc3c2O[C@H](CN(C)S(=O)(=O)c2ccc(OC)cc2)[C@@H](C)CN([C@H](C)CO)C3=O)cc1	-16.0	-2.6	22.6	0.0
Cc1cccc(S(=O)(=O)N2C[C@@H](O)COC[C@H]3O[C@H](CC(=O)NCCCN4CCOCC4)CC[C@@H]32)c1	2.7	·	2.2	2.2
COc1cccc(NC(=O)N(C)C[C@H]2Oc3cc(Br)ccc3S(=O)(=O)N([C@H](C)CO)C[C@H]2C)c1	-28.7	5.3	57.1	-0.1
CCNC(=O)Nc1ccc2c(c1)C(=O)N(C)[C@H]1CC[C@H](CC(=O)NCCOC)O[C@@H]1CO2	16.9	5.5	7.9	-1.2
COc1cccc(S(=O)(=O)N2C[C@H](O)COC[C@H]3O[C@H](CC(=O)NCCCN4CCOCC4)CC[C@@H]32)c1	·	-3.9&-9.5	-21.1	-0.6
COCC#Cc1ccc([C@H]2[C@@H](CO)N3CCCCN(C(=O)CN(C)C)C[C@@H]23)cc1	43.7	-1.9	81.5	-0.3
C[C@@H]1CN([C@H](C)CO)C(=O)c2cccc(NS(=O)(=O)c3ccc(Cl)cc3)c2O[C@@H]1CN(C)S(=O)(=O)c1ccc(F)cc1	25.3	-4.8	18.8	1.7
CCC(=O)Nc1ccc2c(c1)C(=O)N(C)C[C@H](OC)[C@H](C)CN(Cc1ccccc1C(=O)O)[C@H](C)CO2	5.5	·	42.4	0.7
Cc1ccc(S(=O)(=O)Nc2ccc3c(c2)C(=O)N([C@H](C)CO)C[C@@H](C)[C@@H](CN(C)Cc2ccccc2)OCCCC[C@H](C)O3)cc1	-62.1	7.8	113.1	4.1
CN1C(=O)c2cc(NC(=O)C3CC3)ccc2OC[C@H]2O[C@H](CC(=O)NCc3cccc(F)c3)CC[C@H]21	8.8	-1.2	-1.0	-2.8
C[C@@H](O)C#Cc1ccc([C@H]2[C@@H](CO)N3CCCCN(C(=O)c4cccc(F)c4)C[C@H]23)cc1	14.7	0.0	61.0	1.2
COc1cccc(C#Cc2cnc3c(c2)C(=O)N([C@H](C)CO)C[C@H](C)[C@@H](CN(C)C(=O)C2CC2)O3)c1	-51.6	·	4.5	1.1
CN1c2ccc(-c3ccccc3F)cc2[C@H]2[C@H](CCN2C(=O)NC2CCCCC2)[C@@H]1CO	-49.6	-46.8	·	-3.5
